# Assay outcomes (PubChem BioAssay)
# PTHR1 agonist – qHTS for PTHR1 Agonists: Primary Screen. Parathyroid hormone/parathyroid hormone-related peptide receptor (Homo sapiens), Q03431. HEK293 GP2 PTHR1 cells, GloSensor cAMP luminescence, 1 h. Potency, µM (highest dose often 115 µM), for the others: at the top dose activation, hits mostly activators. actives 0.075% (n = 410,000); also: potency is read from the fitted curve at half-maximal effect; nearly all actives have a fitted effect of over 55% in size; some results filed as inactive show a strong effect at the top dose; inactives centre near -15; many of its hits are not listed in these tables
#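 HEK-293-derived GP2 cells expressing PTHR1 and a GloSensor cAMP reporter, 3,000/well, plated overnight, given luciferin plus IBMX (each 0.5 mM as added) for 1 h at 37 °C, then compound for 1 h at 37 °C. Luminescence was read after 15 min at room temperature.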
# EPAC2 ag – qHTS for Agonist of cAMP-regulated guanine nucleotide exchange factor 4 (EPAC2): primary screen; actives 0.079% (n = 360,000); Potency, µM (highest dose often 154 µM), without a hit: at the top dose activation, most hits filed as activators; EPAC2 activation, biochemical qHTS; response scale: 100% = 6.5 mM cAMP response; also: potency is read from the fitted curve at half-maximal effect; nearly all actives have a fitted effect of over 50% in size
# Target sequence (Q8WZA2 whole entry, looked up): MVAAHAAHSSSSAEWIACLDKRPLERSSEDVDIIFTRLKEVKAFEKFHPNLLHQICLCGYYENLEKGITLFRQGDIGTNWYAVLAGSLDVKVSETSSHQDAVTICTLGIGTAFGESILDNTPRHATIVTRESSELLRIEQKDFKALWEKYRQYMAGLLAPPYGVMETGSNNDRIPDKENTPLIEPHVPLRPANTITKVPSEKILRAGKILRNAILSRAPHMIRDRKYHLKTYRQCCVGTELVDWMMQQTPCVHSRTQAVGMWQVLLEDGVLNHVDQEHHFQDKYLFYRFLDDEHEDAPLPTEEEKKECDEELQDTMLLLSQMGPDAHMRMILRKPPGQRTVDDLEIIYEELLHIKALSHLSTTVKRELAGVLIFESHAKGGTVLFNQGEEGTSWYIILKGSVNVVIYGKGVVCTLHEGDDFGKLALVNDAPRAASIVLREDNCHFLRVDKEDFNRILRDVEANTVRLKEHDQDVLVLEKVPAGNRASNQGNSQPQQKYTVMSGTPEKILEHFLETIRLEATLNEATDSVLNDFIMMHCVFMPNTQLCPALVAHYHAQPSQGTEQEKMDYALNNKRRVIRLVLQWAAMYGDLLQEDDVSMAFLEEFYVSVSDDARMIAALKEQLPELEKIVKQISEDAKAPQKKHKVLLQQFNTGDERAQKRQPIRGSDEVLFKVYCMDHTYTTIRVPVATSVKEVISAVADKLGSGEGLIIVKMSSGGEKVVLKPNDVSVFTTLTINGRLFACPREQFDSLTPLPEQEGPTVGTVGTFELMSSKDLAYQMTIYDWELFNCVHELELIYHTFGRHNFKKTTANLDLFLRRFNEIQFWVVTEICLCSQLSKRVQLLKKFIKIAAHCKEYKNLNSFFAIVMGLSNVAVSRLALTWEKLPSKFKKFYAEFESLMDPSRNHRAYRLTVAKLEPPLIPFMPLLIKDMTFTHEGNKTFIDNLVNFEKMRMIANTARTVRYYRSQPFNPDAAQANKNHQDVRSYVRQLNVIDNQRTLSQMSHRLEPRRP
#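 Guanine nucleotide exchange by EPAC2 is measured as reduced fluorescence of BODIPY-GDP once it is released from 250 nM Rap1B. Plates are read kinetically for 30 min at room temperature; results are scaled to 6.5 mM cAMP.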
# MmCpn inh – Inhibitors of TCP-1 ring complex (TRiC) of Methanococcus maripaludis (MmCpn): qHTS; actives 0.031% (n = 330,000); purified Mm-Cpn ATPase, ADP Transcreener TR-FRET; Chaperonin Mm-Cpn (Methanococcus maripaludis); AID 504842, 2011; Potency, µM (titrated, usually from 76.9 µM), without a hit: top-dose activity, negative = inhibition, most hits filed as inhibitors; also: potency is read from the fitted curve at half-maximal effect; % is scaled to controls: 0 for no effect and ±100 for the full control effect; nearly all actives have a fitted effect of over 80% in size
#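 Reaction buffer contained 30 mM Tris pH 7.4, 100 mM KCl, 5 mM MgCl2 and 1 mM DTT. Mm-CPN (25 nM final) hydrolysed 10 uM ATP over 30 min at 37°C; ADP was read by HTRF.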
# D3 antag – qHTS of D3 Dopamine Receptor Antagonist: qHTS. D(3) dopamine receptor (Homo sapiens), P35462. D3R cells, DiscoveRx beta-arrestin luminescence, antagonist mode; stronger effect = lower value. max response, negative = inhibition, %. actives 2.5% (n = 360,000); in the data active = max response below about -50%; inconclusive = no clear call, values can overlap the other calls; also: % is scaled to controls: 0 for no effect and ±100 for the full control effect; mostly tested at two doses, the higher about 12 µM
#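 Cells expressing the human receptor were seeded at 1500 cells/well, incubated overnight at 37 degrees C in 5% CO2, then exposed to library compounds with dopamine controls for 90 minutes at 37 degrees C before luminescent detection.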
# D3 ag – qHTS of D3 Dopamine Receptor Agonist: qHTS; D(3) dopamine receptor (Homo sapiens), P35462; max activation, %; actives 0.58% (n = 410,000); D3R DiscoveRx beta-arrestin cells, luminescence, 90 min; AID 652048, 2013; in the data active = max activation above about 30%; also: 0% is about no effect; mostly tested at two doses, the higher about 12 µM
#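 Agonist-mode cell screen: cells plated at 1500/well and incubated overnight at 37 °C, then exposed to library compounds for 90 min at 37 °C. Detection reagent was added for 30–60 min at room temperature, and luminescence was read.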
# CCT chaperon mod – High-Throughput Screening for Modulators of Cytosolic Chaperonin Activity; actives 0.3% (n = 360,000); AID 651819, 2012; purified chaperonin ATPase assay, HTRF ADP detection, 30 min; activity change, % (no concentration beside the values), hits read low; in the data active = activity change below about -30%; also: % is scaled to controls: 0 for no effect and ±100 for the full control effect
#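 TRiC (40 or 20 nM final, by batch activity) in 30 mM Tris pH 7.4, 100 mM KCl, 5 mM MgCl2, 1 mM DTT was treated with compound at 76 uM single dose, then 10 uM ATP, 30 min at 37 °C. ADP was read by HTRF Transcreener.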
# Akt phos inh – HTS Assay for Inhibitors of Akt Phophorylation: Primary Screen; Neuro2A IGF-stimulated pAkt S473 HTRF, 20 min; stronger effect = lower value; AID 651550, 2012; actives 0.32% (n = 360,000); activity change, % for hits at 50 µM; in the data active = activity change below about -80%; inconclusive = mostly about -51% to -80%; also: % is scaled to controls: 0 for no effect and ±100 for the full control effect
#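 Single-point screen (50 µM final compound) in Neuro2A cells stimulated 20 min with 6 nM IGF at 37 deg C. After lysis, Ser473-phosphorylated Akt read by HTRF (ex 330 nm, em 615/665 nm) as the 665/615 ratio.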
# EPAC2 antagonist – qHTS for Antagonist of cAMP-regulated guanine nucleotide exchange factor 2 (EPAC2): primary screen; Potency, µM (series often up to 114 µM), for inactives: top-dose activity, negative = inhibition, most hits filed as inhibitors; AID 720708, 2013; EPAC2 GEF exchange of Rap1B-BODIPY-GDP, fluorescence; actives 0.18% (n = 360,000); also: potency is read from the fitted curve at half-maximal effect; % is scaled to controls: 0 for no effect and ±100 for the full control effect; nearly all actives have a fitted effect of over 45% in size; many of its hits are not listed in these tables
# * = called active by the depositor; i = inactive; ? = inconclusive; . = not tested or not shown; [ ] = another dose, or the depositor's remark. Unless noted, calls follow the shape of the dose curve; as a rule, active = well fitted curve in the direction sought with a large enough effect; inconclusive = small, poorly fitted or top-dose-only effect, or another doubt; inactive = no such curve, though single readings can be large; an effect the other way counts as inactive or inconclusive. An excerpt; the hit share may differ from the screen's.
cpd	SMILES	PTHR1 agonist	EPAC2 ag	D3 ag	D3 antag	CCT chaperon mod	MmCpn inh	Akt phos inh	EPAC2 antagonist
1	O=S(=O)(Cc1ccccc1)N1CCC(N2CCN(c3ccccc3)CC2)CC1	i	-1%	69*	?	0.0	0%	.	5%
2	CCOC(=O)NC(=O)/C(C#N)=N/Nc1ccc(F)cc1	-16%	10%	3	17	0.8	1%	i	1%
3	Cc1ccccc1CS(=O)(=O)Cc1ccc(C(=O)NCc2ccco2)o1	-7%	-3%	10	10	-1.3	1%	i	3%
4	CC(CCOC1=NS(=O)(=O)c2ccccc21)NC(=O)C(=O)Nc1ccccc1 (configuration not stated)	-31%[inhibitor]	12%	-6	-12	-1.0	-1%	i	-1%
5	Nc1nnc(SCC(=O)Nc2cc(C(F)(F)F)ccc2N2CCOCC2)s1	-13%[57.5 µM]	13%	-4	-11	-2.2	0%	i	-4%
6	COc1ccc(-c2noc(CCC(=O)NCC3CCCO3)n2)cc1 (configuration not stated)	-11%	10%	3	2	-2.0	-3%	i	-3%
7	CCC(CO)Oc1cc(NCc2cccc(C)c2)c2ncn(C(C)C)c2c1 (configuration not stated)	-29%	4%	-26	-2	1.4	0%	i	4%
8	COc1ccc(S(=O)(=O)N2CCCCC2)cc1NC(=O)CCc1nc2ccccc2c(=O)[nH]1	-9%	-8%	4	1	0.4	-4%	i	19%
9	Cc1ccc(NC(=O)Cn2ccnc2)cc1C	-22%	-2%	1	28	-1.0	-1%	i	3%
10	O=C(Nc1ccccc1C(=O)N/N=C/c1ccc(F)cc1)c1ccccc1Br	-20%	16%	2	5	-0.4	-15%	i	-10%
11	O=C(NCC(c1ccco1)N1CCCCC1)c1cccs1 (configuration not stated)	i	7%	-5	5	-1.2	0%	i	22%
12	Cc1c(C(=O)N2CC3(CC(c4cccc(NC(=O)CC(c5ccccc5)c5ccccc5)c4)=NO3)C[C@@H]2C(N)=O)cc([N+](=O)[O-])cc1[N+](=O)[O-] (some centres not stated)	i	3%	-14	0	-2.6	0%	i	0%
13	C=C(C)Cn1c(=O)c(NC(=O)c2ccccc2)c2n(c1=S)CCC2	-19%	-1%	1	0	1.8	-2%	i	4%
14	COc1ccc(OC)c(-n2c(-c3cccc(S(=O)(=O)N(C)C)c3)n[nH]c2=S)c1	-3%	7%	1	-25	-1.3	-2%	i	-9%
15	Cc1cc(NC(=O)CC2(CC(=O)O)CCCC2)n(C)n1	-10%	8%	-1	0	0.6	1%	i	9%
16	COc1cccc(OCCCN2CCCCC2)c1	-29%[57.5 µM]	-3%	-43	-13	-4.5	3%	i	0%
17	Nc1nc(CN2CCN(Cc3ccc4c(c3)OCO4)CC2)nc(Nc2ccccc2)n1	-1%[57.5 µM]	11%	-4	?	-3.9	0%	i	-1%
18	CCOc1ccccc1/C=c1\sc2nc(-c3ccco3)nn2c1=O	i	4%	0	12	-4.3	2%	i	7%
19	Cc1ccc(C(=O)NCCc2nnc3ccc(SCC(=O)N4CCCCC4)nn23)cc1	i	-4%	-1	-4	-0.2	-1%	i	15%
20	COc1ccc(-c2nnn(CC(=O)N(C3CCCC3)C(C)C(=O)NC3CCCC3)n2)cc1OC (configuration not stated)	-22%	-3%	7	-1	3.8	1%	i	11%
21	Cc1cccc2nc(-c3cccc(NC(=O)c4ccc(Cl)cc4)c3)cn12	-94%[inhibitor]	13%	-5	5	-8.7	0%	i	3%
22	NC(=O)C1CC(=O)N(c2ccc(OCc3ccc(F)cc3)cc2)C1 (configuration not stated)	-6%	3%	1	1	-3.6	1%	i	8%
23	Cc1ccc(N2C(=N)SCC2=O)cc1Cl	-3%	-3%	-3	-10	-0.5	2%	i	10%
24	COC(=O)CC1C(=O)NCCN1C(=O)NC1CCCCC1 (configuration not stated)	i	-6%	1	11	1.2	0%	i	1%
25	COc1cc(C(=O)NCC2CCCO2)ccc1OCc1ccc(Cl)cc1 (configuration not stated)	-18%	4%	-5	-6	0.3	-2%	i	9%
26	Cc1cc(C(=O)N/N=C/c2c(C)[nH]n(-c3ccccc3)c2=O)n[nH]1	-25%	11%	-9	-3	-7.7	-2%	i	2%
27	CCOC(=O)[C@]12CCCC=C1N(Cc1ccccc1)C(=O)[C@H](CC(=O)NCC1CCCCC1)C2	-62%[inhibitor]	1%	-4	5	.	.	i	-25%
28	N#CC(c1nc2ccccc2nc1OCCO)S(=O)(=O)c1ccccc1 (configuration not stated)	-33%[inhibitor]	-8%	1	1	-1.6	-1%	i	?
29	CC(=O)Nc1ccc(NC(=O)c2cc(=O)c3ccc(C)cc3o2)cc1	i	2%	3	25	-1.5	-5%	i	0%
30	Cc1ccc(C(=O)NN2C(=O)/C(=C/c3cn(C)c4ccccc34)SC2=S)cc1	-4%	4%	-16	-7	3.8	1%	i	17%

# Ordered by formula weight (highest first): part of the list above.
cpd	SMILES	PTHR1 agonist	EPAC2 ag	D3 ag	D3 antag	CCT chaperon mod	MmCpn inh	Akt phos inh	EPAC2 antagonist
17	Nc1nc(CN2CCN(Cc3ccc4c(c3)OCO4)CC2)nc(Nc2ccccc2)n1	-1%[57.5 µM]	11%	-4	?	-3.9	0%	i	-1%
1	O=S(=O)(Cc1ccccc1)N1CCC(N2CCN(c3ccccc3)CC2)CC1	i	-1%	69*	?	0.0	0%	.	5%
6	COc1ccc(-c2noc(CCC(=O)NCC3CCCO3)n2)cc1 (configuration not stated)	-11%	10%	3	2	-2.0	-3%	i	-3%

# Next results.
cpd	SMILES	PTHR1 agonist	EPAC2 ag	D3 ag	D3 antag	CCT chaperon mod	MmCpn inh	Akt phos inh	EPAC2 antagonist
31	CC(C)c1ccc2oc(=O)cc(CN3CCOCC3)c2c1	-18%	0%	0	-23	-1.5	4%	i	15%
32	CSc1cccc(NS(=O)(=O)c2cccc3nsnc23)c1	-30%	-6%	0	-24	-0.1	-3%	i	4%
33	Oc1ccc(Nc2nc(Cl)nc(NCc3ccco3)n2)cc1	-24%	0%	1	3	0.5	3%	i	-4%
34	Cc1cc(C)nc(NC(N)=NC(C)c2ccccc2)n1 (configuration not stated)	-6%	6%	0	12	-0.4	2%	i	5%
35	Cc1ccc(O)c(CNc2ccc(S(=O)(=O)Nc3nccs3)cc2)c1	i	2%	24	10	0.3	1%	i	22µM*
36	CCCCC(=O)NCCc1ccc(OC)cc1	i	2%	1	?	0.1	-1%	i	2%
37	COC(=O)c1ccc(CNC(=O)COC(=O)Cc2ccsc2)cc1	i	11%	-6	-3	-2.4	1%	i	-9%
38	S=c1[nH]nc(-c2ccc(Cl)cc2Cl)n1-c1ccc(Cl)cc1	-9%	1%	0	-19	-2.1	3%	i	-4%
39	CCCS(=O)(=O)N1CCCC(C(=O)NCc2ccc(C)cc2)C1 (configuration not stated)	i	-9%	1	0	-2.5	0%	i	-1%[57.1 µM]
40	COc1ccccc1N/N=C/c1ccc2c(c1)OCO2	i	22%	-2	-13	1.1	0%	i	6%[57.1 µM]
41	CC(C)Oc1cc(NC(=O)CS(=O)(=O)CC(=O)N(C)C)c(Cl)cc1Cl	-12%	0%	14	9	-0.3	0%	i	11%
42	O=C(NNC1CC(=O)N(c2ccc(Br)cc2)C1=O)c1ccco1 (configuration not stated)	i	5%	3	10	0.0	0%	i	6%
43	COc1cc(/C=N/NC(=O)CCc2n[nH]c(=O)[nH]c2=O)ccc1O	i	14%	8	-13	-1.3	-1%	i	-2%
44	COc1ccc(CCC(=O)NCCc2nc3ccccc3[nH]2)cc1	-20%	6%	14	1	1.7	1%	i	-7%
45	O=C(CSc1nc2ncc(Cl)cc2[nH]1)N1CCC(Cc2ccccc2)CC1	-28%	10%	-3	2	0.4	-5%	i	5%
46	CCN(CC)CCCN(Cc1cc2ccc(C)c(C)c2[nH]c1=O)C(=O)NC1CCCCC1	8%[57.5 µM]	0%	-55	-57*	-0.2	0%	i	-1%
47	COC(=O)C(Cc1ccc(O)cc1)NC(=O)CCc1ccco1 (configuration not stated)	i	13%	-9	-20	-3.7	-1%	i	-1%
48	CCOc1ccc(-c2cc(CCCC(=O)N3CCN(c4ccc(OC)cc4)CC3)no2)cc1	-7%	1%	4	9	0.0	1%	i	5%
49	CCN(CC)C(=O)CSc1nc(N)c2c3c(sc2n1)CC(C)CC3 (configuration not stated)	-23%	-16%	0	15	-0.2	-1%	i	-12%
50	CCC(C)Sc1ccc(-c2nc3ccc(C)cn3c2NCc2ccccc2)cc1OC (configuration not stated)	i	9%	9	46	1.4	-2%	i	-18%
51	CCn1c2ccccc2c2cc(NC(=O)c3cccc(OC)c3OC)ccc21	0%	1%	13	10	-2.0	-5%	i	-14%
52	O=C(NCCc1ccccn1)C1CCCN(S(=O)(=O)Cc2ccccc2)C1 (configuration not stated)	i	2%	1	2	-0.9	1%	i	7%
53	O=C(Nc1ccccc1)Nc1n[nH]c2nnc(-c3ccccc3)c(-c3ccccc3)c12	-28%	8%	-9	-11	1.7	2%	i	-10%
54	COc1ccc(C)c(-n2c(=O)n(Cc3ccccc3)c(=O)c3[nH]cnc32)c1	-18%	7%	-29	-97*	2.0	0%	i	19%
55	S=C(Nc1ccccc1)N1CCN(c2ccccn2)CC1	-42%	7%	-5	1	-0.2	-10%	i	2%
56	O=Cc1ccccc1-n1cccn1	-10%	5%	5	4	-2.5	-1%	i	2%
57	Cc1cccc(-c2nc(CS(=O)CC(=O)NCc3cccs3)c(C)o2)c1 (configuration not stated)	i	10%	-1	5	-3.4	-1%	i	8%

# Full records as entered above. Order of values: PTHR1 agonist	EPAC2 ag	D3 ag	D3 antag	CCT chaperon mod	MmCpn inh	Akt phos inh	EPAC2 antagonist
# CC(C)Oc1cc(NC(=O)CS(=O)(=O)CC(=O)N(C)C)c(Cl)cc1Cl is entered as -12%	0%	14	9	-0.3	0%	i	11%
# O=C(Nc1ccccc1)Nc1n[nH]c2nnc(-c3ccccc3)c(-c3ccccc3)c12 is entered as -28%	8%	-9	-11	1.7	2%	i	-10%
